MKP-3 inhibition = inhibition of rat DUSP6 enzyme activity – biochemical, in vitro, primary screen (AID 425). 0.17% of 110,000 active. inhibition, % at 20 µM; hits with a dose series show IC50 in µM. recombinant MKP-3 phosphatase activity, fluorescence; higher % means a stronger effect; in the data active means inhibition above about 50%;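 further: plate controls were vehicle for no effect and reference inhibitor for full effect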
Hsp70 displacement = small molecules displacing fluorescent ligand from Hsp70 – biochemical, fluorescence polarization, primary screen (AID 583) | Hsp70 fluorescence polarization probe displacement, mP; higher % means a stronger effect | displacement, % at 20 µM, or IC50 in µM where a hit was titrated | 0.06% of 140,000 active; in the data active means displacement above about 50%;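 further: plate controls were vehicle for no effect and reference ligand for full effect; a part of the inactive calls stands beside numbers as strong as those of hits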
* = called active by the depositor; x = not tested or not shown; & = joins results of further samples.

MKP-3 inhibition,Hsp70 displacement,molecule
-3.1%,-2.3%,COc1cc2c(cc1OC)CN(c1ccc(-c3ccccc3OC)nn1)CC2
-0.3%,5.5%,CC(C)c1ccc(C2OC3(C(=O)c4ccccc4C3=O)C3C(=O)N(c4ccc(Cl)c(Cl)c4)C(=O)C23)cc1 (stereo not drawn)
1.6%,-2.1%,CCOC(=O)c1sc(N/N=C/c2cccc(O)c2)nc1C
x,10.3%,O=S(=O)(c1ccc(Br)cc1)N1CCCN(Cc2ccccc2F)CC1
-3.0%,-0.6%,CCOC(=O)C(c1ccccc1)N1CCN(c2ccc(OC)cc2)CC1 (stereo not drawn)
7.0%,-2.9%,O=C(Nc1nccs1)C1(S(=O)(=O)c2ccc(Cl)cc2)CC1
3.5%,2.5%&-4.5%,COc1ccc(C(=O)Nc2nc(-c3ccc(S(=O)(=O)N4CCOCC4)cc3)cs2)cc1
0.1%,4.0%,CCOC(=O)/C(C#N)=C\c1cccc([N+](=O)[O-])c1
-3.0%,5.8%,COc1cc(NC(=O)CN(c2ccc(C)cc2)S(=O)(=O)c2c(C)n[nH]c2C)cc(OC)c1
3.9%,-1.3%,CCOc1ccccc1NC(=O)C(=O)N/N=C/c1ccc(C)o1
-4.6%,-4.6%,CCOC(=O)Cn1nc(C)c(-c2ccccc2)c1N
1.5%,-0.3%,O=C(c1scc2c1CCCC2)N1CCOCC1
5.1%&-0.6%,3.9%&4.3%,O=C(Cc1cccs1)Nc1ccc(N2CCOCC2)cc1
3.0%,3.7%,COC(=O)c1ccc(C2Nc3ccc4ncccc4c3C3=C2C(=O)CCC3)cc1 (stereo not drawn)
-10.2%,1.4%,COc1ccccc1CNC(=O)COc1ccccc1OC
0.6%,-0.8%,CCOc1cc(C=O)cc(I)c1OCc1ccccc1Cl
x,2.6%,Cc1ccc(CN2CC(C(=O)Nc3cc(S(C)(=O)=O)ccc3Cl)CC2=O)cc1 (stereo not drawn)
-4.0%,-9.8%,COc1nc2ccccc2cc1-c1noc(-c2cccnc2)n1
3.4%,-2.0%,CCOC(=O)N1CCN(C(=O)c2ccc3c(=O)n(CCOC)c(=O)[nH]c3c2)CC1
-1.5%,1.7%,N=c1c(C(=O)NC2CCCC2)cc2c(=O)n3ccccc3nc2n1CCN1CCOCC1
x,-1.2%,CSc1ccccc1NC(=O)c1ccc(Cl)s1
0.7%,1.4%,CC(=O)Nc1nnc(SCc2cccc(F)c2)s1
0.8%,2.6%,COc1cccc(C(=O)Nc2cc(OC)ccc2OC)c1
-3.9%,7.5%,Cc1onc(-c2ccccc2Cl)c1C(=O)Nc1nnc(C(C)C)s1
-2.0%,2.3%,O=C(NCC(c1cccnc1)N1CCN(c2ccc(F)cc2)CC1)c1ccccc1 (stereo not drawn)
-12.2%,3.1%,CCOc1ccc(-n2c(SCc3nc(-c4cccs4)no3)nnc2-c2ccncc2)cc1
-0.5%,2.9%,Cc1cc(C)cc(OCC(=O)NCc2cccnc2)c1
x,2.8%,COc1ccc(CN(C(=O)c2cnccn2)C(C(=O)NC(C)(C)C)c2cc(OC)c(OC)c(OC)c2)cc1 (stereo not drawn)
-2.5%,3.1%,O=C(NC(=S)Nc1nc(-c2ccccc2)cs1)c1ccc(Cl)cc1
2.8%,-3.9%,CC(CO)(CO)N=Cc1c(O)n(-c2ccccc2)c(=S)[nH]c1=O
-2.9%,1.6%,Cc1ccc(C)c(S(=O)(=O)NC(CCC(N)=O)C(=O)O)c1 (stereo not drawn)
-0.7%,-2.4%,COc1ccc(OC)c(-n2c(O)c(C=NCc3ccccc3F)c(=O)[nH]c2=O)c1
0.4%,6.7%,COc1ccc(S(=O)(=O)N2CCC(C(=O)NC3CC3)CC2)cc1Cl
-1.3%,-2.2%,CN(CCO)S(=O)(=O)c1ccc2c(c1)Cc1cc(S(=O)(=O)N(C)CCO)ccc1-2
-0.4%,2.0%,CCCCOc1ccc(S(=O)(=O)NCc2ccco2)cc1
1.6%,2.0%,N=c1sc(Cc2cccc(Cl)c2)cn1CC(=O)c1ccccc1
7.2%,5.6%,CC(C)Sc1nc2c(c(=O)[nH]c(=O)n2C)n1Cc1ccc(Cl)cc1
-7.4%,-6.4%,Cc1csc2nc(CNS(=O)(=O)c3ccc4c(c3)OCCO4)cn12
-3.3%,4.4%,CC(=O)c1ccccc1OCCn1nnc(-c2ccc(C)cc2)n1
0.9%,1.8%,O=C(CSc1ccccn1)Nc1ccc(F)cc1
x,0.0%,O=C(Nc1ncc(Cl)cn1)c1cccs1
3.5%,1.0%,CC(=O)NC(CCS(C)(=O)=O)C(=O)Nc1ccccc1Cl (stereo not drawn)
-4.0%,-5.4%,Nn1c(SCC(=O)Nc2ccccc2F)nc2ccccc2c1=O
-7.4%,x,Cc1cc(NC(=O)CCc2ccc(S(=O)(=O)N3CCOCC3)cc2)n(-c2ccccc2)n1
-3.9%,7.5%,Cc1cc(-c2ccccc2)nc2[n+]1CCN2C
-4.5%,5.6%,CCN(CC)C(=O)CSc1nc2ccccc2c(=O)n1OC
-7.3%,3.4%,O=C(CSc1nc2ccccc2o1)Nc1ccc(N2CCOCC2)cc1
3.7%,1.3%,COc1ccc(/C=C2\SC(=S)N(CCC(=O)Nc3ccccc3C)C2=O)cc1OC
-6.0%,0.5%,CCCn1nc(C(=O)NCc2ccccn2)c2ccccc2c1=O
2.0%,-1.6%,CCOP(=O)(CN(C)S(=O)(=O)c1ccc(C)cc1)OCC
2.7%,3.6%,COc1ccc(OC)c(C2C(C#N)=C(N)Oc3cc(C)n(Cc4ccccn4)c(=O)c32)c1 (stereo not drawn)
-10.2%,3.8%,CCOC(=O)C1CCN(C(=O)CS(=O)Cc2nc(-c3ccc(C)cc3)oc2C)CC1 (stereo not drawn)
-2.4%,1.9%,O=C(N1CCOCC1)N(CCN1CCOCC1)Cc1cccc(Cl)c1
9.2%,-3.1%,COc1ccc(Br)cc1C(=O)Nc1ccc2nn(-c3ccccc3)nc2c1
6.3%,3.7%,O=C(CSc1nnc(-c2cccs2)o1)N1CCCc2ccccc21
-3.5%,3.9%,O=c1cc(-c2ccccc2)c2ccc(O)c(CN3CCCCC3)c2o1
3.3%,-1.0%,O=c1[nH]c2cccnc2n1Cc1ccco1
-12.3%,1.5%,COC(=O)NCC(c1cccnc1)N1CCOCC1 (stereo not drawn)
x,-2.9%,CCOc1ccccc1C(C(=O)NC1CCCC1)N(Cc1ccco1)C(=O)CNC(=O)c1ccco1 (stereo not drawn)
3.1%,-3.1%,C=CCN1C(=O)CSc2ccc(C(=O)NCc3ccco3)cc21

Remaining list, next part:
MKP-3 inhibition,Hsp70 displacement,molecule
4.0%,-0.9%,O=C1NC(=S)N/C1=C/c1ccc(-c2ccc(F)c(Cl)c2)o1
-2.0%,-3.7%,COc1ccc(C2N(c3ccccc3)CCN2c2ccccc2)cc1O
-4.1%,4.4%,CCc1ccc(C(=O)CSc2n[nH]c(-c3ccccc3)n2)cc1
x,-0.2%,Cc1cc(C(=O)CSc2nn3c(=O)c(C(C)(C)C)nnc3s2)c(C)n1-c1ccc(F)cc1
x,-2.7%,CC1CN(C(=O)CSc2nnc3c(Cl)cc(Cl)cn23)CC(C)O1 (stereo not drawn)
1.9%,3.6%,COc1cccc(CN2CCN(S(C)(=O)=O)CC2)c1OC
-14.5%,-0.5%,CC(C)NS(=O)(=O)c1ccc(CCC(=O)NCc2cccnc2)cc1
-2.5%,2.0%,CCOC(=O)C1CCN(c2ncnc3c2cnn3-c2ccc(Cl)cc2)CC1
5.9%,x,CC1Cc2ccccc2N1c1ncnc2nc[nH]c12 (stereo not drawn)
2.9%,7.1%,CC1=C(C(=O)Nc2cccc(Cl)c2C)C(c2cccc([N+](=O)[O-])c2)NC(=O)N1 (stereo not drawn)
-10.4%,9.0%,COc1ccccc1N1CCN(C(=O)CCCCn2c(=O)[nH]c3ccsc3c2=O)CC1
2.3%,-2.3%,COc1ccc(-n2sc3c(c2=S)-c2cc(C)ccc2N(C)C3(C)C)cc1OC
-12.2%,1.8%,COc1ccc(N(CC(=O)Nc2ccc(C)cn2)S(=O)(=O)c2c(C)nn(C)c2C)cc1
3.9%,-1.4%,Cc1cc(/C=C2\C(=O)NC(=O)N(c3ccccc3)C2=O)c(C)n1-c1cccc([N+](=O)[O-])c1
-7.3%,4.2%,CCOC(=O)c1[nH]c(C)c(C(=O)Nc2ccc(F)cc2)c1C
7.2%,0.1%,CC1=CC(C)(C)Nc2ccc(C)cc21
x,-3.4%,CCc1ccc2c(CC(=O)Nc3nnc(C4CC4)s3)coc2c1
-0.7%,4.2%,COc1cccc(NC(=O)CCc2ccccc2)c1
x,-2.1%,CCC(C)NS(=O)(=O)c1ccc(OCC(=O)Nc2ccc3c(c2)OCCO3)cc1 (stereo not drawn)
-9.2%,1.2%,COCCSc1nnc(-c2cnccn2)o1
-1.7%,-2.2%,CN(C)c1ccc(/C=c2/sc3nc(-c4ccc(Cl)cc4Cl)nn3c2=O)cc1
-3.2%,-2.3%,O=C1c2[nH]nc(-c3ccccc3O)c2C(c2ccc(F)cc2)N1Cc1ccco1 (stereo not drawn)
-2.2%,4.4%,CCCc1nnc(NC(=O)CCC(=O)Nc2ccc(F)cc2)s1
1.1%,0.9%,COc1cc(NC(=O)COc2cc(C)c(Cl)c(C)c2)cc(OC)c1
x,-1.2%,CCSc1nc(N2CCCCC2)c2c(c1C#N)CCCC2
-2.6%,-0.1%,CSc1ncccc1C(=O)OCC(=O)N1CCOCC1
-5.7%,-3.8%,COC(=O)c1cccc(C(=O)Oc2cccc(Br)c2)n1
0.0%,0.5%,COc1ccccc1Cn1cnc2cccnc21
-4.2%,2.0%,COc1ccc(-c2noc(-c3cc(Cl)ccc3Cl)n2)cc1OC
1.9%,-1.2%,O=S(=O)(Nc1ccc(Cl)cn1)c1ccc(-c2ccccc2)cc1

16 successive compounds already listed, for reference:
MKP-3 inhibition,Hsp70 displacement,molecule
2.3%,-2.3%,COc1ccc(-n2sc3c(c2=S)-c2cc(C)ccc2N(C)C3(C)C)cc1OC
-12.2%,1.8%,COc1ccc(N(CC(=O)Nc2ccc(C)cn2)S(=O)(=O)c2c(C)nn(C)c2C)cc1
3.9%,-1.4%,Cc1cc(/C=C2\C(=O)NC(=O)N(c3ccccc3)C2=O)c(C)n1-c1cccc([N+](=O)[O-])c1
-7.3%,4.2%,CCOC(=O)c1[nH]c(C)c(C(=O)Nc2ccc(F)cc2)c1C
7.2%,0.1%,CC1=CC(C)(C)Nc2ccc(C)cc21
x,-3.4%,CCc1ccc2c(CC(=O)Nc3nnc(C4CC4)s3)coc2c1
-0.7%,4.2%,COc1cccc(NC(=O)CCc2ccccc2)c1
x,-2.1%,CCC(C)NS(=O)(=O)c1ccc(OCC(=O)Nc2ccc3c(c2)OCCO3)cc1 (stereo not drawn)
-9.2%,1.2%,COCCSc1nnc(-c2cnccn2)o1
-1.7%,-2.2%,CN(C)c1ccc(/C=c2/sc3nc(-c4ccc(Cl)cc4Cl)nn3c2=O)cc1
-3.2%,-2.3%,O=C1c2[nH]nc(-c3ccccc3O)c2C(c2ccc(F)cc2)N1Cc1ccco1 (stereo not drawn)
-2.2%,4.4%,CCCc1nnc(NC(=O)CCC(=O)Nc2ccc(F)cc2)s1
1.1%,0.9%,COc1cc(NC(=O)COc2cc(C)c(Cl)c(C)c2)cc(OC)c1
x,-1.2%,CCSc1nc(N2CCCCC2)c2c(c1C#N)CCCC2
-2.6%,-0.1%,CSc1ncccc1C(=O)OCC(=O)N1CCOCC1
-5.7%,-3.8%,COC(=O)c1cccc(C(=O)Oc2cccc(Br)c2)n1

(more compounds)
MKP-3 inhibition,Hsp70 displacement,molecule
5.1%,-2.7%,CCCCc1nc2ccccc2c(=O)n1NC(=O)c1c(O)c2cccc3c2n(c1=O)CCC3
4.9%,-5.1%,c1ccc2c(-c3nc4ccccc4o3)cccc2c1
x,-4.6%,CCCC/S(CC1CC1(Cl)Cl)=N\S(=O)(=O)c1ccc(C)cc1 (stereo not drawn)
2.0%,-4.4%,CC(C)(C)C(=O)/C=C(/N)c1ccccn1
1.2%,5.7%,O=C(Nc1ccccc1C(=O)N=Nc1c(O)[nH]c2ccc(Br)cc12)c1ccccc1
-0.2%,1.3%,COc1ccccc1/C=C(/NC(=O)c1ccccc1)c1nc2ccccc2o1
-4.3%,-1.4%,Cc1csc(=O)n1CC(=O)OCc1cccc2ccccc12
-7.7%,2.0%,CCOC(=O)c1[nH]c2cc(OC)c(OC)cc2c1NC(=O)C(C)N1CCN(Cc2ccccc2)CC1 (stereo not drawn)
x,3.5%,CCC(C)Nc1nc2c(c(=O)n(C)c(=O)n2C)n1Cc1cccc(C)c1 (stereo not drawn)
x,-6.2%,COc1ccc(-n2c(=O)[nH]cc(C(=O)N3CCc4ccccc43)c2=O)cc1
x,-2.9%,CCCCCCCCCCS(=O)(=O)N/N=C/c1ccc([N+](=O)[O-])cc1
x,-2.0%,NNC(=O)C1=NOC(CNc2ncc(C(F)(F)F)cc2Cl)C1 (stereo not drawn)
-0.1%,1.5%,CCCC(=O)Nc1ccc(C(=O)Nc2nnc(COC)s2)cc1
-2.4%,-0.8%,COc1ccc(-c2cnc(N)n2CC2CCCO2)cc1 (stereo not drawn)
-0.1%,4.6%,O=C(CN1C(=O)/C(=C/c2ccccc2)SC1=S)NNC(=O)c1ccncc1
-0.8%,-1.8%,Cc1cccc2c(Nc3ccc(S(N)(=O)=O)cc3)c3ccc([N+](=O)[O-])cc3nc12
-0.4%,-0.4%,CCCOC(=O)c1ccc(NC(=O)c2ccncc2)cc1
2.9%,-1.0%,CCc1c(C)sc(NC(=O)c2cccc(Br)c2)c1C(N)=O
3.6%,2.2%,O=C(Cc1ccccc1)Nc1ccc2nn(-c3cccc4ccccc34)nc2c1
x,-1.6%,COC(=O)COc1ccc(S(=O)(=O)N2CCc3ccccc3C2)cc1
-7.6%,3.3%,Cn1c(=O)c2c(n(C)c1=O)=NC1(CCCCC1)ON=2

Single records, as listed above. Screens in order: MKP-3 inhibition	Hsp70 displacement
COc1ccc(C2N(c3ccccc3)CCN2c2ccccc2)cc1O is listed with -2.0%	-3.7%
O=C(c1scc2c1CCCC2)N1CCOCC1 is listed with 1.5%	-0.3%

Source: PubChem BioAssay

Not all compounds are listed (hit frequency here may not be typical).
